High-throughput results (PubChem BioAssay)
TCR activator – activates T cell receptor signaling; primary human leukocytes, anti-CD3, IL-2 HTRF, 48 h; Potency, µM (titrated, usually from 9.22 µM), for the others: at the top dose activation of IL-2 secretion, most hits filed as activators; 330,000 tested, under 10 active; AID 504894; also: % of control where 0% means no effect
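TCR engagement came from a-CD3 beads alone, with compounds added to primary human leukocytes for 48 hr. Secreted IL-2 bridged europium cryptate- and d2-labelled anti-IL-2 antibodies, giving FRET emission at 665nm after 320nm excitation.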
p53 reactivator – mutant p53 re-activation in reporter cells. Potency, µM (titrated, usually from 92.2 µM), without a hit: at the highest dose activity change, positive = activation, usual class: activators. 320,000 compounds, 0.063% hits. H1299 p53-A138V BP100-luciferase reporter, luminescence, 24 h; also: potency is read from the fitted curve at half-maximal effect; % of control where 0% means no effect; nearly all actives have a fitted effect of over 45% in size
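p53-null H1299 cells stably carrying temperature-sensitive p53-A138V and a BP100-luciferase reporter were pinned with compounds (4-point, 1:5 series) and held 24 hrs at 37 deg C. Luminescence was read 10 min after detection reagent.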
BRCA1 expr up – BRCA1 expression activation | 380,000 compounds, 1.1% hits | AID 624202 | MCF7-BRCA1-FFLuc reporter, luminescence, 48 h; response scale: scaled: vehicle 0%, 10 µM genistein 100% | Potency, µM (series often up to 46.1 µM), for inactives: at the top dose activation, most hits filed as activators; also: potency is read from the fitted curve at half-maximal effect; nearly all actives have a fitted effect of over 80% in size; some results filed as inactive show a strong effect at the top dose
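Luminescence from a BRCA1-driven firefly luciferase in MCF7 cells was the read-out, taken 15 min after substrate addition following 48 h compound exposure at 37 °C. Data were normalized to a 10 microM genistein control and DMSO vehicle.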
A-T KAP1 phos – potential ataxia-telangiectasia treatment; […] A-T fibroblasts, KAP-1 phosphorylation AlphaLISA; neocarzinostatin DNA damage 30 min before lysis; Potency, µM (highest dose often 57.5 µM), without a hit: at the top dose activation, most hits filed as activators; 320,000 compounds, 0.19% hits; AID 485349; also: potency is read from the fitted curve at half-maximal effect; % of control where 0% means no effect; nearly all actives have a fitted effect of over 45% in size
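ATM-like activity read as KAP-1 phosphorylation via AlphaLISA donor/acceptor antibody pairs after lysis and 6 hr at 25C. Cells were ATM-null patient fibroblasts ([…], hTERT), dosed 60 min, then exposed to the DSB inducer NCS for 30 min.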
B2AR arrestin – agonists driving beta-arrestin recruitment to human beta2-adrenergic receptor. AID 492947. beta-arrestin recruitment to beta2AR, cell-based reporter. Potency, µM (highest dose often 46.1 µM), for the others: at the top dose activation, actives largely listed as activators. P07550. 330,000 compounds, 0.02% hits;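 also: potency is read from the fitted curve at half-maximal effect; 0% = DMSO controls and full agonism = EC100 isoproterenol or metaproterenol; nearly all actives have a fitted effect of over 65% in size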
Target sequence (P07550 whole entry, looked up): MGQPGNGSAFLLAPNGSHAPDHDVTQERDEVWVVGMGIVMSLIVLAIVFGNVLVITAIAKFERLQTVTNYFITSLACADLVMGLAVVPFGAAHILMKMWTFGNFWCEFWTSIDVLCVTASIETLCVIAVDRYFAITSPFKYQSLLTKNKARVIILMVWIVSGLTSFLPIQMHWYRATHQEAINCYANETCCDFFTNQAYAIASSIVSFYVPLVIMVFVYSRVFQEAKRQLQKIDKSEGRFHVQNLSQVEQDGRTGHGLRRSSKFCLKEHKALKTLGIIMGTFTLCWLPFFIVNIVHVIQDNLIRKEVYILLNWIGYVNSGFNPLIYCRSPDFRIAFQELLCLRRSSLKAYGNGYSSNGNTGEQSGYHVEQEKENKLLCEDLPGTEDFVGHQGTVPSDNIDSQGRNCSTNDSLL
ELG1 DNA repair – ELG1-dependent DNA repair inhibition; 330,000 compounds, 2.3% hits; AID 504467; Potency, µM (top dose mostly 46.1 µM), for the others: at the highest dose activity change, negative = inhibition, usual class: inhibitors; HEK293T ELG1-luciferase reporter, luminescence, 16 h; DNA damage induced by 5-fluorouridine; also: potency is read from the fitted curve at half-maximal effect; % is scaled to controls: 0 for no effect and ±100 for the full control effect; nearly all actives have a fitted effect of over 55% in size
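Luminescence from the luciferase reporter, measured 30 min after ONE-Glo reagent at room temperature, was the read-out. Beforehand, 2,000 cells per well were exposed for 16 hr at 37 °C to 5-fluorouridine together with compound or vehicle.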
MLL CXXC-DNA inh – inhibitors of human MLL CXXC domain-DNA interaction | AID 2662 | Potency, µM (highest dose often 115 µM), for inactives: at the highest dose activity change, negative = inhibition, most hits filed as inhibitors | MLL-CXXC / FITC-HOXA9 DNA fluorescence polarization | 290,000 compounds, 0.037% hits; active = well fitted inhibition curve with a large enough effect in the polarisation, with a control signal flat, not every such curve was filed as active; inconclusive = small, poorly fitted or top-dose-only effect, or effect the other way, or a change in a side signal; inactive = no such curve, though single readings can be large or run the other way; the % refers to the polarisation; also: potency is read from the fitted curve at half-maximal effect
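Steps: dispense CXXC domain solution (7 uM) → pin compounds or unlabeled HOX-A9 DNA control → 5 min ambient → add FLSN-HOX-A9 solution (50 nM) → spin → 30 min ambient → fluorescence polarization. Tris pH 7.5/NaCl/DTT/BSA buffer.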
PTAP TSG101 blk – blocks PTAP/TSG101 interaction to inhibit HIV-1 budding | Potency, µM (series often up to 115 µM), for the others: top-dose activity change, negative = inhibition, hits mostly inhibitors | 340,000 tested, under 10 active | Fluorescence polarization, FITC-PTAP peptide / Tsg101 binding | AID 493005 | Q99816; active = well fitted inhibition curve with a large enough effect in the main read-out, with a control signal flat, not every such curve was filed as active; inconclusive = small, poorly fitted or top-dose-only effect, or effect the other way, or a change in a side signal; inactive = no such curve, though single readings can be large or run the other way; also: potency is read from the fitted curve at half-maximal effect; % of control where 0% means no effect
Target sequence (Q99816 whole entry, looked up): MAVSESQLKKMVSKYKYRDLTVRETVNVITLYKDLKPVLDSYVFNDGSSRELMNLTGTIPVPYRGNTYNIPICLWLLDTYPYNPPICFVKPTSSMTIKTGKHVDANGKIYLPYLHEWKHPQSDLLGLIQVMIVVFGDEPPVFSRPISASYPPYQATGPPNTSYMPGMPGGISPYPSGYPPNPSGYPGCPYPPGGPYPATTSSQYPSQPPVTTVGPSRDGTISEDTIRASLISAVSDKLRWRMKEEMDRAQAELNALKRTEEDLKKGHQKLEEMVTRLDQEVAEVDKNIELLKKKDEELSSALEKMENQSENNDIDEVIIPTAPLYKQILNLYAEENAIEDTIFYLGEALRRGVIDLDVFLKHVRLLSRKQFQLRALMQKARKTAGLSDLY
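Tsg101 binding domain (10 uM final) was mixed with compound and a FITC-labeled PTAP peptide (50 nM final) in HEPES pH 7.5 buffer with NaCl, Tween 20, EDTA and TCEP; fluorescence polarization was read after 20 min at r.t.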
TRPV1 ag – activates the human vanilloid receptor TRPV1. Q8NER1. TRPV1-expressing cells, Fluo-8 calcium influx, agonist mode. activation, % at 8.33 µM. 320,000 compounds, 0.19% hits; in the data active = activation above about 80%; inconclusive = between about 30% and that limit; also: 0% is about no effect
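Fluo-8 calcium influx in TRPV1-expressing cells, kinetic read (ex 480/em 520 nm). Compound added and read 3 min for agonist activity, followed by capsaicin at EC20 final and 2 min further read for enhancement.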
Integrin act MD – integrin-mediated muscular dystrophy alleviation activation; alpha7betagal myoblasts, beta-gal FDG fluorescence, 48 h; Potency, µM (doses to about 38.3 µM), inactives show at the top dose activation, hits mostly activators; 350,000 compounds, 0.064% hits;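 also: potency is read from the fitted curve at half-maximal effect; 100% = response of the positive control SU9516; nearly all actives have a fitted effect of over 60% in size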
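Alpha7betagal+/- myoblasts (passage 13) were plated 16-24 hr, then exposed to compounds (1:260 dilution of DMSO stock) for 48 hours at 37C. After MPER lysis, β-galactosidase reporter activity was read as FDG fluorescence (ex 480/em 540) after 30 minutes.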
An asterisk follows results filed as active; ? = inconclusive; / = not tested or not shown; [ ] = another dose, or the depositor's remark. Unless noted, calls follow the shape of the dose curve; as a rule, active = well fitted curve in the direction sought with a large enough effect; inconclusive = small, poorly fitted or top-dose-only effect, or another doubt; inactive = no such curve, though single readings can be large; an effect the other way counts as inactive or inconclusive.

SMILES	TCR activator	p53 reactivator	BRCA1 expr up	A-T KAP1 phos	B2AR arrestin	ELG1 DNA repair	MLL CXXC-DNA inh	PTAP TSG101 blk	TRPV1 ag	Integrin act MD
CC(=O)Nc1c(-c2ccccc2)nc2ncccn12	-4%	2%	0%	2%	-1.0%	13%	1%	-1%	2	3%
CCN1CCN(c2cc(C)c3cc(NC(=O)c4cncc(Br)c4)ccc3n2)CC1	-2%	-19%	-36%	0%	-0.5%	?	-4%	-4%	0	-58%[inhibitor]
Cc1cccc(-c2nnc(SCC(=O)Nc3cccc(C(=O)N4CCOCC4)c3)n2C)c1	2%[46.1 µM]	3%	1%	28%	0.2%	1%	6%	-1%	-1	18%
COCCNC(=O)CSc1nc2nn(-c3ccccc3)c(=O)c-2c2n1CCCCC2	-3%	-6%	-3%	2%	0.0%	3%	3%	2%	13	-2%
CCOC(=O)CSc1nnc(-c2ccco2)n1-c1ccccc1	/	-3%	1%	16%	-0.6%	?	-9%	-2%	-3	-4%
Cc1c(NC(=O)c2ccc(C(C)(C)C)cc2)cccc1[N+](=O)[O-]	-1%[46.1 µM]	?	7.9µM*	12%	0.4%	-4%	-4%	2%	?	10%
Cc1cc(C)n2c(SCC(=O)N(C)C3CCS(=O)(=O)C3)nnc2n1 (stereo not given)	0%	-3%	5%	-3%	-0.2%	6%	-8%	0%	1	-7%
CCOC(=O)c1nnn(-c2nonc2N)c1CN1CCc2ccccc2C1	3%	-12%	-11%	4%	0.0%	-2%	10%	-4%	-1	-21%
CCc1cccc(C)c1NC(=O)c1ccc(CN2CCc3ccccc3C2)cc1	-6%[46.1 µM]	-9%	-62%	7%	-0.1%	-20%	5%	-1%	-4	2%
N#Cc1cccc(NC(=O)C2SC(=Nc3ccccc3)C(C(=O)N3CCOCC3)=C2N)c1 (stereo not given)	7%[46.1 µM]	-4%	-11%	-1%	-0.1%	?	11%	-5%	1	-23%
O=C(N/N=C/c1ccccn1)c1cc(C2CC2)[nH]n1	2%	4%	57%	-2%	-0.9%	?	10%	0%	0	-28%
O=c1c2ccccc2sc2nc(C3CCCCC3)n(Cc3ccco3)c(=O)c12	6%	2%	-22%	18%	8.3%	-5%	-7%	-3%	4	15%
Cc1ccc(SCC(=O)OCC(=O)NCCC2=CCCCC2)cc1	-7%	0%	-18%	3%	-0.4%	?	/	0%	?	14%
O=C(NNC(=O)c1ccc(Cl)cc1Cl)Nc1ccccc1	2%[46.1 µM]	-4%	-3%	-7%	-1.4%	0%	-7%	0%	1	3%
C[C@H](CO)N1C[C@H](C)[C@H](CN(C)Cc2ccc(Oc3ccccc3)cc2)Oc2ccc(NC(=O)Nc3cccc4ccccc34)cc2CC1=O	-2%	6%	-45%	2%	-1.5%	?	/	-6%	/	-13%

Entries shown so far containing a halogen:
SMILES	TCR activator	p53 reactivator	BRCA1 expr up	A-T KAP1 phos	B2AR arrestin	ELG1 DNA repair	MLL CXXC-DNA inh	PTAP TSG101 blk	TRPV1 ag	Integrin act MD
CCN1CCN(c2cc(C)c3cc(NC(=O)c4cncc(Br)c4)ccc3n2)CC1	-2%	-19%	-36%	0%	-0.5%	?	-4%	-4%	0	-58%[inhibitor]
O=C(NNC(=O)c1ccc(Cl)cc1Cl)Nc1ccccc1	2%[46.1 µM]	-4%	-3%	-7%	-1.4%	0%	-7%	0%	1	3%

Next part.
SMILES	TCR activator	p53 reactivator	BRCA1 expr up	A-T KAP1 phos	B2AR arrestin	ELG1 DNA repair	MLL CXXC-DNA inh	PTAP TSG101 blk	TRPV1 ag	Integrin act MD
CC(C)c1nnc(NC(=O)c2cccc(NC(=O)C(F)(F)F)c2)s1	-3%	6%	72%	-2%	0.3%	?	-4%	-1%	-5	26%
CO/N=C(\c1nonc1N)N1CCN(c2ccc(Cl)cc2[N+](=O)[O-])CC1	9%	-4%	-30%	0%	0.4%	?	-3%	-2%	?	-13%
CC(Sc1nnc(-c2ccccc2F)n1C1CC1)C(=O)NC(N)=O (stereo not given)	-1%	0%	-8%	0%	0.2%	10%	18%	0%	0	-49%[inhibitor]
Cc1cc(C)c(C(=O)N2CCCC(CNS(=O)(=O)N(C)C)C2)o1 (stereo not given)	8%	18%	0%	5%	0.5%	?	10%	-5%	-1	6%
O=C(O)c1ccccc1OC(C(=O)Nc1cc(Cl)cc(Cl)c1)c1ccccc1 (stereo not given)	6%	-4%	-60%	4%	-0.4%	?	38%[activator]	-9%	2	-6%
CCN(C(=O)CN1C(=O)S/C(=C\c2ccc(F)cc2)C1=O)C1CCS(=O)(=O)C1 (stereo not given)	4%	24%	54%	5%	0.1%	?	-22%	-4%	-1	12%
CCCOc1ccc(/C=N/Nc2cccc([N+](=O)[O-])c2)c(O)c1	-9%[46.1 µM]	?	-16%	2%	0.6%	?	?	-6%	-9	-20%
Cc1ccc(S(=O)(=O)NCC(=O)N(CC(=O)NC2CCCCC2)CC2CCCO2)cc1 (stereo not given)	5%	-3%	5%	3%	-0.2%	10%	3%	2%	0	12%
O=C(Nc1ccn(Cc2ccccc2F)n1)c1ccc(COc2ccc(Cl)cc2Cl)o1	-12%	?	-57%	1%	0.0%	?	-4%	1%	7	-18%
CCOC(=O)C1CCCN(S(=O)(=O)NC[C@H]2O[C@@H](n3cnc4c(N)ncnc43)[C@H](O)[C@@H]2O)C1 (stereo not given in full)	1%	-2%	10%	1%	-0.2%	2%	/	-25%	/	22%
CCOc1ccccc1NS(=O)(=O)c1ccc(-c2cnc(C3CC3)o2)cc1	4%	-2%	-66%	3%	-0.2%	-27%	20%	-8%	0	0%
CC(C)CN(C(=O)CN1C(=O)C2CCCCC2C1=O)c1c(N)n(Cc2ccccc2)c(=O)[nH]c1=O (stereo not given)	-6%	-6%	-16%	6%	-0.2%	-1%	-1%	0%	1	2%
Cc1cc(SCC(=O)NCC(c2cccs2)N2CCOCC2)c(C)cc1Br (stereo not given)	6%	-2%	-35%	10%	-0.8%	-26%	/	1%	17	-2%
CSc1nsc(SCC(=O)Nc2nncs2)n1	0%	-3%	-9%	0%	0.1%	-5%	11%	0%	-5	-13%
CCN(CC)C(=O)c1ccc2c(=O)n(Cc3cccc(Br)c3)c(=S)[nH]c2c1	-4%	-2%	-62%	-2%	0.2%	?	6%	-11%	-2	7%
CCOC(=O)c1sc2c(c1C)c(=O)n(Cc1ccccc1)c(=O)n2CCN(C)C	3%	-9%	3%	-7%	-0.2%	?	16%	-5%	6	-37%
O=C(COC(=O)CCSc1ccccc1)Nc1cc(F)ccc1F	0%	6%	1%	-7%	-0.2%	2%	28%	-7%	28	-25%
COc1ccc2oc3ccc(OC)cc3c(=O)c2c1	/	6%	37%	0%	0.5%	?	9%	-3%	0	5%
O=C(O)CCC(=O)N1CCC[C@H]1C(=O)O	-2%	2%	-17%	11%	-0.3%	3%	5%	0%	-6	/
Cc1cc(C)n(C(C)CC(=O)Nc2ccc(-c3ccno3)cc2)n1 (stereo not given)	-8%	-12%	25%	3%	0.0%	4%	6%	-3%	9	8%
Cc1ccc(OC(C)C(=O)Nc2ccncc2)cc1 (stereo not given)	-4%	/	0%	2%	0.2%	-16%	-2%	-2%	?	-21%
CCCSc1nnc(CNC(=O)C23CC4CC(CC(C4)C2)C3)n1Cc1ccccc1	10%[46.1 µM]	-10%	-28%	4%	-0.3%	-2%	2%	-2%	-4	2%
CC(C)C(=O)c1cn(CC(=O)N2CCCc3ccccc32)c2ccccc12	-45%	-4%	-25%	1%	-0.4%	-24%	-13%	-5%	3	-18%[7.66 µM]
O=C(NNc1ccccn1)C(c1ccccc1)c1ccccc1	-7%	-5%	-13%	4%	0.0%	-6%	13%	-3%	2	-7%
O=C(/C=C/c1ccccc1)NC(=S)NNC(=O)c1ccco1	3%[46.1 µM]	21%	-41%	-1%	0.0%	?	-25%	-4%	-2	-34%
CC1CCCCN1CCNC(=O)c1ccc2c(c1)N(Cc1ccccc1F)C(=O)c1ccccc1S2=O (stereo not given)	-6%	-8%	-5%	-7%	0.4%	3%	14%	1%	0	-11%
COc1ccc(-c2ccc3oc(-c4ccsc4)c(-c4ccc(OC)cc4)c3c2)cc1	2%	/	0%	/	/	/	/	-2%	/	0%
CSc1ccccc1NC(=O)COc1ccc2c(c1)OCO2	4%	19%	47%	-5%	0.9%	?	/	-2%	/	25%
Cc1cccc(/C=C(\c2nc3ccccc3[nH]2)S(=O)(=O)c2ccccc2)c1	0%[46.1 µM]	-52%[inhibitor]	-86%	35µM*	-0.2%	12µM*	-12%	0%	-4	-70%[inhibitor]
Cc1c(C(=O)C(=O)NCCc2ccc(S(N)(=O)=O)cc2)c2ccccc2n1C	4%[46.1 µM]	-6%	-3%	-6%	-0.3%	0%	13%	-4%	-1	24%
Cc1cc(NC(=O)CC(F)(F)F)n(-c2ccccc2)n1	4%	8%	2%	2%	0.5%	6%	5%	-8%	-1	-44%
